S2 tox – cell viability loss in ATXN counter-screen. S2 cells (HEK-293 line with an ATXN2-luciferase reporter) viability, CellTiter-Fluor protease fluorescence, 24 h. Potency, µM (titrated, usually from 56.7 µM), actives largely listed as cytotoxic. 0.49% of 400,000 active; also: potency is read from the fitted curve at half-maximal effect; nearly all actives have a fitted effect of over 40% in size
TGFb SMAD3 inh – blocks TGF-b signaling. HepG2 CAGA-GFP TGF-b/SMAD3 reporter, GFP fluorescence, 18 h; TGF-beta stimulated, 500 pg/mL final. Potency, µM (highest dose often 46.1 µM), inactives show top-dose activity, negative = inhibition, most hits filed as inhibitors. 1.2% of 410,000 active. AID 588855; also: potency is read from the fitted curve at half-maximal effect; % is scaled to controls: 0 for no effect and ±100 for the full control effect; nearly all actives have a fitted effect of over 65% in size
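First, reporter cells (HEPG2 CAGA-GFP) rested 2 h at 37 degrees C. Next, compounds were pinned in and TGF-beta added to 500 pg/mL final. After 18 h, GFP was imaged per cell and summed per well.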
Nrf2 inh – blocks Nrf2 signaling; A549 ARE-Fluc reporter, luciferase luminescence, 18-24 h; Potency, µM (highest dose often 46 µM), for the others: at the top dose activity change, negative = inhibition, usual class: inhibitors; 2.1% of 360,000 active; AID 504444; also: potency is read from the fitted curve at half-maximal effect; % is scaled to controls: 0 for no effect and ±100 for the full control effect; nearly all actives have a fitted effect of over 60% in size
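Concentration-response testing used A549 ARE_Fluc cells at 5000 cells/well. Following an 18-24 h compound incubation, viability was read by fluorescence (Ex 405/Em 525) and luciferase output by luminescence.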
HepG2 viability – HepG2 cytotoxicity, counter-screen for TGF-b inhibitors | 0.76% of 410,000 active | HepG2 CAGA-GFP viability, ATP luminescence, 18 h | Potency, µM (top dose mostly 46.1 µM), for the others: top-dose activity change, negative = cytotoxicity, usual class: cytotoxic | AID 588856; also: potency is read from the fitted curve at half-maximal effect; some results filed as inactive show a strong effect at the top dose
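HepG2 CAGA-GFP cells (1000/well, DMEM with 1% FBS) received compound, then TGF-beta at 500 pg/mL final, and were incubated 18 hours at 37 degrees C. Viability was read by CellTiter-Glo luminescence. Media-only wells were set as complete cell-killing and DMSO as no toxicity.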
A549 tox – counter-screen for Nrf2 inhibitors: cytotoxicity in A549 cells. A549 ARE-Fluc cells, CellTiter-Fluor viability, 18-24 h. Potency, µM (series often up to 46 µM), without a hit: at the highest dose activity change, negative = cytotoxicity, most hits filed as inhibitors. 0.16% of 390,000 active. AID 504648; also: potency is read from the fitted curve at half-maximal effect; % is scaled to controls: 0 for no effect and ±100 for the full control effect
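Cytotoxicity counterscreen: CellTiter-Fluor fluorescence was measured in A549 ARE_Fluc cells after 18-24 h of compound exposure in a concentration series. The subsequent BugLite luminescent read reports ARE-luciferase activity.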
IL-1B inflam inh – blocks inflammasome-driven IL-1 beta release; THP-1 LPS/ATP IL-1B secretion, AlphaLISA, 16 h; stronger effect = lower value; 4.7% of 360,000 active; AID 743279; activity change, % at 57.5 µM; in the data active = activity change below about -50%; inconclusive = mostly about -30% to -49%; also: % is scaled to controls: 0 for no effect and ±100 for the full control effect
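Secreted IL-1B measured by AlphaLISA bead assay after 16 h compound exposure of THP-1 cells; compounds (final up to 57.5 uM) added 1 h before LPS (250 ng/mL) and ATP (1.25 mM) stimulation; lower signal means less secretion.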
ATXN2 expr inh – reduces ATXN2 reporter expression in HEK-293 cells; HEK-293 ATXN2-luciferase reporter, luminescence, 24 h; Potency, µM (top dose mostly 57 µM), for inactives: at the highest dose activity change, negative = inhibition, actives largely listed as inhibitors; 0.72% of 360,000 active; also: potency is read from the fitted curve at half-maximal effect; % is scaled to controls: 0 for no effect and ±100 for the full control effect; nearly all actives have a fitted effect of over 55% in size
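qHTS (up to 57 uM final) was run with 24 h compound exposure of reporter cells at 37 °C. Each well was multiplexed: SteadyGlo luminescence measured ATXN2-luciferase expression after a fluorogenic Gly-Phe-AFC viability readout (25 uM final).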
Nrf2 ARE act – activators of Nrf2 (ARE) signaling. 0.31% of 410,000 active. Potency, µM (top dose mostly 46.1 µM), inactives show at the highest dose activation, most hits filed as activators. AREc32 ARE-luciferase reporter (MCF7-derived line), luminescence, 24 h; also: potency is read from the fitted curve at half-maximal effect; % of control where 0% means no effect; nearly all actives have a fitted effect of over 65% in size
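Steps: seed AREc32_Fluc cells (1000/well, 5% FBS OPTI-MEM); incubate overnight at 37 deg C; add 23 nL compound; incubate 24 hr; add Steady-Glo; hold 30 min RT; read luminescence.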
MCF10A rereplic – induces DNA re-replication in MCF 10a normal breast cells; MCF 10A DNA re-replication, Hoechst nuclear intensity, 48 h; Potency, µM (series often up to 46.1 µM), for inactives: top-dose activity, positive = re-replication, usual class: activators; 2.9% of 350,000 active; also: potency is read from the fitted curve at half-maximal effect; % of control where 0% means no effect; nearly all actives have a fitted effect of over 50% in size
Active calls of the source: *; & = joins results of further samples; [ ] = another dose, or the depositor's remark. Unless noted, calls follow the shape of the dose curve; as a rule, active = well fitted curve in the direction sought with a large enough effect; inconclusive = small, poorly fitted or top-dose-only effect, or another doubt; inactive = no such curve, though single readings can be large; an effect the other way counts as inactive or inconclusive.

What do the screens show for `CCCCOCCCNC(=O)C[C@@H]1C[C@@]2(C(=O)OCC)CCCC=C2N(Cc2cccc3ccccc23)C1=O`?
S2 tox: 35.5µM*; IL-1B inflam inh: inconclusive; ATXN2 expr inh: inconclusive; Nrf2 ARE act: -1.8%

What do the screens show for `O=C(c1cc(Cl)ccc1O)N1CCN(S(=O)(=O)c2cccs2)CC1`?
S2 tox: inactive; TGFb SMAD3 inh: -2.5%; Nrf2 inh: -4.0%; HepG2 viability: -19.6%; A549 tox: 3.0%; IL-1B inflam inh: -15.0; ATXN2 expr inh: 11.2%; Nrf2 ARE act: 0.2%; MCF10A rereplic: 2.9%

Results for Cc1ccc(NC(=O)CCn2nnc3ccccc32)cc1 ?
S2 tox: inactive; TGFb SMAD3 inh: 18.7%; Nrf2 inh: inconclusive; HepG2 viability: 1.5%; A549 tox: -4.2%; IL-1B inflam inh: inconclusive; ATXN2 expr inh: 65.6%[activator]; Nrf2 ARE act: 1.4%; MCF10A rereplic: -3.2%

Results for CCN(C(=O)CSc1nnc(-c2ccncc2)o1)c1ccccc1 ?
S2 tox: inactive; TGFb SMAD3 inh: -3.3%; Nrf2 inh: -13.6%; HepG2 viability: -9.6%; A549 tox: 5.6%; IL-1B inflam inh: -17.2; ATXN2 expr inh: -16.1%; Nrf2 ARE act: -0.5%; MCF10A rereplic: 12.8%

How did COC(=O)c1ccc(-c2ccc(CNCC(O)c3ccccc3)o2)cc1 (stereo not given) do in these assays?
S2 tox: inactive; TGFb SMAD3 inh: 0.3%; Nrf2 inh: 1.9%; HepG2 viability: -0.8%; A549 tox: 2.8%; IL-1B inflam inh: 13.2; ATXN2 expr inh: -9.9%; Nrf2 ARE act: 0.6%; MCF10A rereplic: 25.0%

What do the screens show for `Cc1ccc(S(=O)(=O)N2CCOCC2)cc1NC(=O)CNCc1ccc(Cl)cc1Cl`?
S2 tox: inactive; TGFb SMAD3 inh: inconclusive; Nrf2 inh: 13µM*; HepG2 viability: -2.4%; A549 tox: -0.4%; IL-1B inflam inh: -4.4; Nrf2 ARE act: 0.0%; MCF10A rereplic: 10.3%

How did CCN(CC(=O)Nc1ccccc1OC)C(=O)CC1CCCC1 do in these assays?
S2 tox: inactive; TGFb SMAD3 inh: -7.5%; Nrf2 inh: -8.1%; HepG2 viability: -7.3%; A549 tox: 0.8%; IL-1B inflam inh: 14.1; ATXN2 expr inh: -7.9%; Nrf2 ARE act: 0.2%; MCF10A rereplic: 1.4%

Results for COc1nccnc1NS(=O)(=O)c1ccc(NC(=O)c2ccc(F)cc2)cc1 ?
S2 tox: inactive; TGFb SMAD3 inh: 21.3%; Nrf2 inh: -22.3%; HepG2 viability: 7.2%; A549 tox: 4.1%; IL-1B inflam inh: 2.2; ATXN2 expr inh: 0.2%; Nrf2 ARE act: -0.5%; MCF10A rereplic: -19.9%

What do the screens show for `Cn1cccc1C(=O)NC(=O)COC(=O)c1ccc(O)cc1`?
S2 tox: inactive; TGFb SMAD3 inh: -0.7%; Nrf2 inh: 8.3%; HepG2 viability: -3.9%; A549 tox: -5.6%; IL-1B inflam inh: 29.0; ATXN2 expr inh: 0.7%; Nrf2 ARE act: 0.0%; MCF10A rereplic: 4.5%

Results for OC[C@H]1O[C@@H](c2nc(-c3nc(-c4ccc(F)cc4)no3)cs2)[C@H](O)[C@@H]1O ?
S2 tox: inactive; TGFb SMAD3 inh: 1.5%; HepG2 viability: -15.9%; IL-1B inflam inh: -5.5; ATXN2 expr inh: 2.6%; Nrf2 ARE act: 6.4%[9.22 µM]

How did CCn1c(NC(=O)c2nn(C)cc2Br)nc2ccccc21 do in these assays?
S2 tox: inactive; TGFb SMAD3 inh: inconclusive; Nrf2 inh: -15.8%; HepG2 viability: -14.3%; A549 tox: -0.1%; IL-1B inflam inh: -19.5; ATXN2 expr inh: -16.0%; Nrf2 ARE act: 3.1%; MCF10A rereplic: 2.3%

How did CC(=O)N1CCN(C(=O)c2cc(-c3cccc4ccccc34)nc3ccccc23)CC1 do in these assays?
S2 tox: inconclusive; TGFb SMAD3 inh: 7.9%; Nrf2 inh: 2.6%; HepG2 viability: 4.2%; A549 tox: -13.9%; IL-1B inflam inh: -5.6; ATXN2 expr inh: 2.3%; Nrf2 ARE act: 2.1%; MCF10A rereplic: 7.6%

Results for CCN1C(=O)[C@H]2[C@@H](c3ccc(C(F)(F)F)cc3)N[C@]3(CCCN(Cc4ccc(OC)cc4)C3=O)[C@H]2C1=O ?
S2 tox: inactive; TGFb SMAD3 inh: inconclusive; HepG2 viability: -26.1%; IL-1B inflam inh: 2.7; ATXN2 expr inh: -4.1%; Nrf2 ARE act: 0.1%

How did CC(C)C[C@H]1CN([C@@H](Cc2ccc(O)cc2)CN2CCC[C@H]2CN2C(=O)C(=O)NC[C@@H]2Cc2ccc(O)cc2)C(=O)C(=O)N1CCc1ccccc1 do in these assays?
S2 tox: inconclusive; IL-1B inflam inh: -2.8; ATXN2 expr inh: 18.5%; Nrf2 ARE act: -0.7%

How did O=C(Cc1ccccc1)Nc1cc([N+](=O)[O-])ccc1N1CCOCC1 do in these assays?
TGFb SMAD3 inh: 8.8%; Nrf2 inh: 4.1%; HepG2 viability: -11.2%; A549 tox: 1.1%; IL-1B inflam inh: -15.6; ATXN2 expr inh: -12.6%; Nrf2 ARE act: -0.7%; MCF10A rereplic: -0.5%

What do the screens show for `CCOC(=O)[C@]12CCCC=C1N(Cc1ccc(Cl)cc1Cl)C(=O)[C@H](CC(=O)NCCc1ccccc1OC)C2`?
S2 tox: inconclusive; IL-1B inflam inh: 0.0; ATXN2 expr inh: 0.0%; Nrf2 ARE act: 4.3%

How did COc1ccc(C(=O)N/C(=C/c2ccc(Cl)cc2)C(=O)Nc2ccc(C(=O)O)cc2)cc1 do in these assays?
S2 tox: inactive; TGFb SMAD3 inh: -4.1%; Nrf2 inh: 1.6%; HepG2 viability: 1.9%; A549 tox: 0.1%; IL-1B inflam inh: -4.1; ATXN2 expr inh: -7.6%; Nrf2 ARE act: 0.0%; MCF10A rereplic: -3.0%

What do the screens show for `Cc1nnc(SCc2cc(=O)[nH]c(=S)[nH]2)s1`?
S2 tox: inactive; TGFb SMAD3 inh: -3.5%; Nrf2 inh: -4.9%; HepG2 viability: -2.7%; A549 tox: 1.6%; IL-1B inflam inh: -5.2; ATXN2 expr inh: 11.3%; Nrf2 ARE act: 0.5%; MCF10A rereplic: 0.9%

What do the screens show for `CCn1c(SCC(=O)NC2CCCc3ccccc32)nnc1-c1cccs1` (stereo not given)?
S2 tox: inactive; TGFb SMAD3 inh: inconclusive; HepG2 viability: 10.2%; A549 tox: 0.3%; IL-1B inflam inh: -22.1; ATXN2 expr inh: -12.6%; Nrf2 ARE act: 6.8%; MCF10A rereplic: 11.2%

What do the screens show for `CC(C)C[C@H](CO)N(Cc1ccccc1)S(=O)(=O)N(Cc1ccccc1)[C@@H](CO)CC(C)C`?
S2 tox: inconclusive; TGFb SMAD3 inh: inconclusive; Nrf2 inh: -131.9%; HepG2 viability: -110.6%&-88.3%; A549 tox: inconclusive; IL-1B inflam inh: -87.1*; ATXN2 expr inh: inconclusive; Nrf2 ARE act: -2.3%; MCF10A rereplic: inconclusive

Results for COc1cccc(C2=NN(C(=O)c3ccc(C)o3)C(O)(C(F)(F)F)C2)c1 (stereo not given) ?
S2 tox: inactive; TGFb SMAD3 inh: -14.5%; Nrf2 inh: -11.2%; HepG2 viability: -7.1%; A549 tox: 5.4%; IL-1B inflam inh: inconclusive; ATXN2 expr inh: -7.6%; Nrf2 ARE act: 6.7%; MCF10A rereplic: inconclusive

How did CCn1nnnc1-c1ccc(OC)c(S(=O)(=O)Nc2ccc(C)c(C)c2)c1 do in these assays?
S2 tox: inactive; TGFb SMAD3 inh: -9.5%; Nrf2 inh: -14.3%; HepG2 viability: 1.7%; A549 tox: 4.5%; IL-1B inflam inh: -9.4; ATXN2 expr inh: -2.2%; Nrf2 ARE act: -0.2%; MCF10A rereplic: -7.4%

Results for CCOc1ccc(NC(=O)c2c(NC(=O)CN3CCCC3)sc3c2CCC3)cc1 ?
S2 tox: inconclusive; TGFb SMAD3 inh: 18.3%; Nrf2 inh: 3.4%; HepG2 viability: 12.3%; A549 tox: 0.2%; IL-1B inflam inh: 6.8; ATXN2 expr inh: 3.4%; Nrf2 ARE act: -2.0%; MCF10A rereplic: 14.2%

What do the screens show for `Cc1sc2c(c1C)c(=O)n(-c1ccc(Cl)cc1)c(=O)n2Cc1cc(=O)n2cc(Br)ccc2n1`?
S2 tox: inactive; TGFb SMAD3 inh: 0.0%; Nrf2 inh: -8.5%[9.27 µM]; HepG2 viability: -0.4%; A549 tox: 5.9%; ATXN2 expr inh: -4.5%; Nrf2 ARE act: -0.6%

How did O=C(COC(=O)c1nc(Cl)ccc1Cl)NNC(=O)c1cccs1 do in these assays?
S2 tox: inactive; TGFb SMAD3 inh: -4.6%; Nrf2 inh: -4.4%; HepG2 viability: -14.8%; A549 tox: 0.0%; IL-1B inflam inh: 14.6; ATXN2 expr inh: 0.5%; Nrf2 ARE act: 9.6%; MCF10A rereplic: 0.8%

What do the screens show for `CN(C(=O)c1ccc(NC(=O)C2CC=CCC2C(=O)O)cc1)c1ccccc1` (stereo not given)?
S2 tox: inactive; TGFb SMAD3 inh: inconclusive; Nrf2 inh: 9.3%; HepG2 viability: -19.4%; A549 tox: -4.4%; IL-1B inflam inh: 3.8; ATXN2 expr inh: -0.6%; Nrf2 ARE act: 0.2%; MCF10A rereplic: -3.0%

Screening results as filed in PubChem.
